Source: PubChem BioAssay (Broad Institute)
Pf Dd2 inh = P. falciparum Dd2 growth inhibitors, primary screen, SYBR Green fluorescence, single dose replicates. activity change, % at 10 µM. 72 h; hits give low values. AID 1159554, 2015. 94,000 compounds, 2.3% hits; in the data active means activity change below about -80%; inconclusive means no clear call, values can overlap the other calls
T cruzi growth = T. cruzi intracellular proliferation inhibitors, primary screen, cell-based, beta-gal Tulahuen parasites, NIH3T3 host, luminescence. 77,000 compounds, 5.9% hits. T. cruzi beta-gal in NIH3T3, GalScreen luminescence, 90 h. AID 624255, 2012. inhibition, % at 8.34 µM;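 active means mean inhibition above about 93%, with at least 55% of replicates each passing it, limit read from the data, passing the limit was not always enough; inconclusive means only one of those two conditions holds; inactive means neither condition holds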
KDM4C inh = inhibitors of GASC-1 (KDM4C) histone demethylase, primary screen, biochemical, single concentration HTS; 96,000 compounds, 0.15% hits; GST-KDM4C 2-372, H3K9me3 peptide, LANCE TR-FRET; Lysine-specific demethylase 4C (Homo sapiens), Q9H3R0; AID 720574, 2013; inhibition, % at 12.5 µM;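 active means mean replicate inhibition above about 25%, with at least 55% of replicates also reaching it, limit read from the data, passing the limit was not always enough; inconclusive means only one of those two conditions met; inactive means neither condition met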
Target sequence (Q9H3R0 2-372 limits assumed): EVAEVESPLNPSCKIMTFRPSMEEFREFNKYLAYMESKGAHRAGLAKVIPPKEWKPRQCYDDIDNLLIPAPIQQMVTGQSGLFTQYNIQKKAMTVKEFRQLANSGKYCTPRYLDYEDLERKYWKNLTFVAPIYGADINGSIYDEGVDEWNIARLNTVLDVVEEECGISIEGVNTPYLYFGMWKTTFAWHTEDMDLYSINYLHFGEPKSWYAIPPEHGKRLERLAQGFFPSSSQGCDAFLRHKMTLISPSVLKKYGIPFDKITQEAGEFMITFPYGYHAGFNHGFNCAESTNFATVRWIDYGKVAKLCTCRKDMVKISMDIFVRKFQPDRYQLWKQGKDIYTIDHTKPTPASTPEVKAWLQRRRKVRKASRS
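reagent = H3K9me3 peptide substrate, Fe(II), 2-oxoglutarate | system = GST-tagged GASC-1 (JMJD2C) catalytic fragment, aa 2-372 | amount = enzyme final amount 10 nM | read-out = Fall in 671/618 emission ratio as inhibition | medium = HEPES buffer, pH 7.5, plus ascorbate | schedule = 30 min reaction, 60 min detection, RT | measured by = LANCE TR-FRET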
C diff HTS = C. difficile growth inhibitors, primary screen, HTS. Clostridium difficile clinical isolate growth, OD600, 24 h; hits give low values. AID 1259249, 2017. growth activity, negative = inhibition, % at 16 µg/mL (by protocol). 86,000 compounds, 0.25% hits;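 active means mean growth activity at or below -80% and every replicate also at or below -80%; inconclusive means mean at or below -80% but some replicate above -80%; inactive means mean growth activity above -80%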;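 further: 0% = DMSO wells and -100% = levofloxacin 16 µg/mL wells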
The depositor's hits bear a star; ? = inconclusive; nt = no result given; & = joins results of further samples.

mol,Pf Dd2 inh,T cruzi growth,KDM4C inh,C diff HTS
C[C@@H]1CN([C@@H](C)CO)C(=O)c2cc(NC(=O)Cc3cn(C)c4ccccc34)ccc2O[C@H]1CN(C)Cc1ccc(Cl)c(Cl)c1,-43,?,-2.4,nt
COc1ccc(C#Cc2ccc3c(c2)[C@H]2[C@H](CCN2S(=O)(=O)c2ccccc2F)[C@H](CO)N3C)cc1,-21,-10,0.0,61
CCC(=O)N(C)C[C@H]1Oc2cc(C#CC3CC3)ccc2S(=O)(=O)N([C@H](C)CO)C[C@@H]1C,0,-11,17,nt
C/C=C/c1ccc([C@H]2[C@@H](CNC(=O)CC)N(Cc3ccccn3)[C@H]2CO)cc1,-11,27,2.3,-7
C[C@@H]1CN([C@H](C)CO)C(=O)Cc2cc(NC(=O)Nc3ccc(F)cc3)ccc2O[C@@H]1CN(C)Cc1ccccc1,-34,75,-3.0,9
Cc1noc(C)c1S(=O)(=O)N(C)C[C@@H]1Oc2ccc(NC(=O)NC3CCCCC3)cc2CC(=O)N([C@H](C)CO)C[C@@H]1C,10,14,0.6,17
C[C@@H]1CN([C@@H](C)CO)C(=O)Cc2cc(N(C)C)ccc2O[C@@H]1CN(C)S(=O)(=O)c1ccc(F)cc1,3,nt,1.5,8
O=C(c1ccccc1)N1CC(=O)N2[C@H](CO)[C@H](c3ccc(C#CCC4CCCC4)cc3)[C@@H]2C1,-52,nt,-1.1,22
Cc1noc(C)c1NC(=O)N(C)C[C@@H]1Oc2c(NS(=O)(=O)c3ccc(Cl)cc3)cccc2C(=O)N([C@@H](C)CO)C[C@H]1C,0,41,0.1,1
COc1cccc(-c2ccc3c(c2)[C@@H]2[C@@H](CCN2S(=O)(=O)c2ccccc2F)[C@@H](CO)N3)c1,11,?,-0.4,22
CC(C)C#Cc1cnc2c(c1)C(=O)N([C@H](C)CO)C[C@@H](C)[C@H](CN(C)C(=O)c1cnccn1)O2,23,30,0.7,-1
CO[C@@H]1CN(C)C(=O)c2ccc(NC(=O)c3ccccn3)cc2OC[C@@H](C)N(Cc2ccccn2)C[C@H]1C,-24,-1,nt,-2
C[C@H](CO)N1C[C@H](C)[C@@H](CN(C)S(C)(=O)=O)OCc2ccccc2-c2ccccc2C1=O,-2,40,1.7,-5
CO[C@@H]1CN(C)C(=O)c2ccc(NS(=O)(=O)c3cccc(F)c3)cc2OC[C@@H](C)N(C(=O)Cc2cccnc2)C[C@H]1C,0,nt,-1.1,nt
O=C(c1cccnc1)N1CC(=O)N2[C@H](CO)[C@H](c3ccc(-c4ccc(F)cc4)cc3)[C@H]2C1,-42,nt,0.8,1
C[C@H](CO)N1C[C@H](C)[C@@H](CN(C)CC2CCCCC2)Oc2c(NC(=O)c3ccncc3)cccc2C1=O,-25,80,nt,10
COc1cccc(C#Cc2ccc([C@H]3[C@H]4CN(C(=O)C5CC5)CC(=O)N4[C@H]3CO)cc2)c1,-12,nt,-0.5,-4
CCCC(=O)Nc1ccc2c(c1)C(=O)N(C)C[C@@H](OC)[C@H](C)CN(Cc1ccccc1OC)[C@H](C)CO2,40,21,-1.3,nt
C[C@H]1CN([C@@H](C)CO)C(=O)c2cc(C#Cc3ccccc3)cnc2O[C@@H]1CN(C)C(=O)c1ccccc1,-55,nt,-0.2,1
CNC(=O)C[C@@H]1CC[C@@H]2[C@H](COc3ccc(NC(=O)c4ccccc4Cl)cc3C(=O)N2C)O1,0,-16,-0.1,-3
Cc1noc(C)c1S(=O)(=O)N(C)C[C@@H]1OCCCC[C@@H](C)Oc2ccc(NC(=O)Nc3ccccc3)cc2C(=O)N([C@@H](C)CO)C[C@H]1C,-24,nt,-2.1,5
C[C@@H]1CN([C@@H](C)CO)C(=O)Cc2cc(NC(=O)CCN3CCOCC3)ccc2O[C@@H]1CN(C)C(=O)Nc1ccc(F)cc1,9,7,-0.8,2
C[C@@H]1CN([C@H](C)CO)C(=O)c2c(c3ccccc3n2C)-c2ccccc2CO[C@H]1CN(C)C(=O)Cc1ccccc1,-22,nt,nt,-8
CO[C@@H]1CN(C)C(=O)c2cc(NC(C)=O)ccc2OC[C@H](C)N(C(=O)C2CC2)C[C@@H]1C,-4,-9,-0.2,-3
CCCNC(=O)N1CC2(CN(Cc3cccc(F)c3)C2)c2c([nH]c3cc(OC)ccc23)[C@H]1CO,-53,nt,0.3,24
CCC(=O)Nc1ccc2c(c1)OC[C@@H](C)N(C(=O)C1CC1)C[C@@H](C)[C@H](OC)CN(C)C2=O,22,21,-0.8,0
COc1ccc2c3c(n(C)c2c1)[C@H](CO)N(Cc1cccnc1)CC31CCN(C(=O)c2cccnc2)CC1,-61,nt,0.3,0
CNC[C@@H]1Oc2ccc(NC(=O)CCCN(C)C)cc2CC(=O)N([C@H](C)CO)C[C@H]1C,46,nt,1.8,0
C[C@@H]1CCCCO[C@@H](CN(C)Cc2ccccc2)[C@@H](C)CN([C@@H](C)CO)C(=O)c2cc(NC(=O)c3ccccc3)ccc2O1,-53,73,-0.6,4
C[C@H]1CN([C@@H](C)CO)C(=O)c2cc(-c3ccccc3)cnc2O[C@@H]1CN(C)C(=O)c1ccccn1,-5,54,0.2,nt

(more compounds)
Value order: Pf Dd2 inh	T cruzi growth	KDM4C inh	C diff HTS
CC(C)NC(=O)N[C@@H]1C[C@@H]2O[C@@H](CO)CC[C@@H]2O[C@@H]1CCc1ccc(-c2ccc(F)cc2)cc1
  -1	nt	nt	-7
C[C@@H]1CN([C@H](C)CO)C(=O)Cc2cc(NC(=O)c3ccncc3)ccc2O[C@H]1CN(C)CC1CC1
  20	64	-0.3	0
Cc1nn(C)cc1NC(=O)C[C@H]1CC[C@@H]2[C@@H](COc3ccc(NC(=O)C4CCOCC4)cc3C(=O)N2C)O1
  nt	4	8.2	-7
CC(C)NC(=O)N(C)C[C@@H]1OCCCC[C@@H](C)Oc2ccc(NS(=O)(=O)c3ccc(Cl)cc3)cc2C(=O)N([C@@H](C)CO)C[C@@H]1C
  nt	-15	-2.6	6
C[C@@H]1CCCCO[C@@H](CN(C)C(=O)CCC(F)(F)F)[C@H](C)CN([C@H](C)CO)C(=O)c2cc(NC(=O)c3ccncc3)ccc2O1
  22	nt	0.4	-2
C[C@H](CO)N1C[C@H](C)[C@@H](CN(C)CC2CC2)Oc2c(NS(C)(=O)=O)cccc2C1=O
  28&8	27&15	-0.2	5&0
Cc1noc(C)c1S(=O)(=O)N(C)C[C@H]1OCCCC[C@H](C)Oc2ccc(NC(=O)Nc3ccccc3)cc2C(=O)N([C@H](C)CO)C[C@@H]1C
  -4	nt	-1.8	5
O=C(Nc1ccccc1F)N1CC(=O)N2[C@H](CO)[C@H](c3ccc(-c4ccccc4)cc3)[C@@H]2C1
  -6	nt	-0.9	-2
COc1ccc(CN(C)C[C@@H]2OCCCC[C@H](C)Oc3ccc(NS(=O)(=O)c4ccccc4)cc3C(=O)N([C@@H](C)CO)C[C@H]2C)cc1
  -36	27	0.8	7
CO[C@@H]1CN(C)C(=O)c2ccc(NC(=O)C3CC3)cc2OC[C@H](C)N(CC2CCOCC2)C[C@H]1C
  -23	27	-0.1	3
Cn1cnc(S(=O)(=O)N[C@@H]2CC[C@H](CC(=O)NCC3CC3)O[C@@H]2CO)c1
  8	nt	5.1	2
C[C@@H]1CN([C@H](C)CO)C(=O)Cc2cc(NC(=O)Cn3cnnn3)ccc2O[C@H]1CN(C)S(=O)(=O)c1ccc(F)cc1
  38	-2	-1.5	0
O=C(C[C@@H]1CC[C@@H](NC(=O)NC2CCCCC2)[C@H](CO)O1)NCc1ccc(F)cc1
  17	nt	-2.0	3
COc1ccc(NC(=O)Nc2ccc3c(c2)CC(=O)N([C@H](C)CO)C[C@@H](C)[C@@H](CN(C)S(=O)(=O)c2ccc(C)cc2)O3)cc1
  4	-29	-1.2	nt
COc1ccc2c3c([nH]c2c1)[C@@H](CO)N(Cc1ccccn1)CC31CN(Cc2cccc(F)c2)C1
  -68	nt	0.7	6
COCC#Cc1cnc2c(c1)C(=O)N([C@H](C)CO)C[C@@H](C)[C@H](CN(C)C(=O)CN1CCOCC1)O2
  13	nt	-0.5	-1
O=C(N[C@@H]1CC[C@H](CCn2cc(-c3ccc(F)cc3)nn2)O[C@@H]1CO)c1cnccn1
  -5	nt	-0.2	1
OC[C@@H]1Nc2ccc(C3=CCCCC3)cc2[C@@H]2[C@H]1CCN2Cc1nccs1
  -78	nt	6.1	-1
CCC(=O)N1CC(=O)N2[C@H](C1)[C@H](c1ccc(-c3cccc(C(=O)N(C)C)c3)cc1)[C@@H]2CO
  -14	nt	0.5	-1
CCC(=O)N(C)C[C@@H]1Oc2ncc(-c3ccccc3OC)cc2C(=O)N([C@H](C)CO)C[C@@H]1C
  7	-12	0.5	4
CC(C)NC(=O)N(C)C[C@@H]1Oc2ccc(NC(=O)Nc3ccccc3)cc2CC(=O)N([C@@H](C)CO)C[C@H]1C
  -44	nt	11	-1
O=C(Nc1cc(F)ccc1F)N1C[C@H]2[C@@H](c3ccccc31)[C@@H](CO)N2Cc1cccnc1
  -53	91	-2.0	-7
CO[C@@H]1CN(C)C(=O)c2cc(NS(=O)(=O)c3cn(C)cn3)ccc2OC[C@H](C)N(CCC(F)(F)F)C[C@H]1C
  18	-13	-0.2	-2
CS(=O)(=O)Nc1ccc2c(c1)[C@H]1C[C@H](CC(=O)NCc3ccccc3)O[C@@H](CO)[C@H]1O2
  28	8	0.1	nt
COc1ccccc1-c1cn(CC[C@@H]2CC[C@H](NC(=O)c3ccccc3F)[C@H](CO)O2)nn1
  -13	nt	-1.5	0
C[C@H](CO)N1C[C@H](C)[C@H](CN(C)S(C)(=O)=O)Oc2c(NC(=O)Nc3ccc(F)cc3)cccc2C1=O
  8	-7	4.4	3
C[C@H](CO)N1C[C@H](C)[C@H](CN(C)Cc2ccc(C(F)(F)F)cc2)OCc2cnnn2CCCC1=O
  -26	22	-1.8	0
CN1CCN(C(=O)C[C@H]2CC[C@H]3[C@@H](COC[C@H](O)CN3CC3CCCCC3)O2)CC1
  -10	-34	1.7	nt
O=C(c1ccccc1)N1CC[C@H]2[C@H](CO)Nc3ccc(-c4ccccc4F)cc3[C@H]21
  -17	108*	-0.1	57
Cc1ccc(S(=O)(=O)Nc2ccc3c(c2)C(=O)N([C@H](C)CO)C[C@@H](C)[C@H](CN(C)Cc2ccc(C(=O)Nc4ccccc4N)cc2)O3)cc1
  -79	nt	1.6	0
COCC(=O)Nc1ccc2c(c1)C(=O)N(C)C[C@H](OC)[C@@H](C)CN(C(=O)c1ccccc1F)[C@H](C)CO2
  -71	-6	0.7	nt
Cc1ccc(S(=O)(=O)N(C)C[C@H]2Oc3ncc(C#CC4(O)CCCC4)cc3C(=O)N([C@H](C)CO)C[C@@H]2C)cc1
  -66	45	0.7	-5
CN1C(=O)c2cc(NC(=O)c3cccs3)ccc2OC[C@@H]2O[C@@H](CC(=O)NCC(F)(F)F)CC[C@@H]21
  17	16	0.6	-4
CO[C@@H]1CN(C)C(=O)c2cc(NC(=O)Nc3cccc(F)c3)ccc2OC[C@H](C)N(C(=O)C2CC2)C[C@H]1C
  31	-21	-2.9	-8

Sorted by formula weight (descending): some entries from above
Value order: Pf Dd2 inh	T cruzi growth	KDM4C inh	C diff HTS
C[C@@H]1CN([C@H](C)CO)C(=O)Cc2cc(NC(=O)Nc3ccc(F)cc3)ccc2O[C@@H]1CN(C)Cc1ccccc1
  -34	75	-3.0	9
COc1ccc2c3c([nH]c2c1)[C@@H](CO)N(Cc1ccccn1)CC31CN(Cc2cccc(F)c2)C1
  -68	nt	0.7	6
O=C(c1cccnc1)N1CC(=O)N2[C@H](CO)[C@H](c3ccc(-c4ccc(F)cc4)cc3)[C@H]2C1
  -42	nt	0.8	1
